HEK293 tox: Cytotoxic Profiling in HEK 293 Cell Line of Diverse Libraries Using Quantitative High-Throughput Screening; HEK 293 viability, ATP luminescence (CellTiter-Glo), 48-72 h; Potency, µM (highest dose often 115 µM), for inactives: top-dose activity change, negative = cytotoxicity, most hits filed as inhibitors; 94,000 tested, 6.6% active; also: potency is read from the fitted curve at half-maximal effect; nearly all actives have a fitted effect of over 60% in size
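Luminescence from cellular ATP, measured with CellTiter-Glo, indicates HEK 293 viability. Cells plated at 250 cells/well are treated with compound for 48 or 72 hr at 37 degree Celsius before reagent addition.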
Luciferase inh: Firefly luciferase inhibition profiling of diverse chemical library using quantitative high-throughput screening | Luciferin 4-monooxygenase (Photinus pyralis), P08659 | purified P. pyralis luciferase, luminescence, biochemical | Potency, µM (series often up to 115 µM), for inactives: at the top dose activity change, negative = inhibition, hits mostly inhibitors | 76,000 tested, 2.5% active; also: potency is read from the fitted curve at half-maximal effect; nearly all actives have a fitted effect of over 65% in size
Target sequence (P08659 whole entry, looked up): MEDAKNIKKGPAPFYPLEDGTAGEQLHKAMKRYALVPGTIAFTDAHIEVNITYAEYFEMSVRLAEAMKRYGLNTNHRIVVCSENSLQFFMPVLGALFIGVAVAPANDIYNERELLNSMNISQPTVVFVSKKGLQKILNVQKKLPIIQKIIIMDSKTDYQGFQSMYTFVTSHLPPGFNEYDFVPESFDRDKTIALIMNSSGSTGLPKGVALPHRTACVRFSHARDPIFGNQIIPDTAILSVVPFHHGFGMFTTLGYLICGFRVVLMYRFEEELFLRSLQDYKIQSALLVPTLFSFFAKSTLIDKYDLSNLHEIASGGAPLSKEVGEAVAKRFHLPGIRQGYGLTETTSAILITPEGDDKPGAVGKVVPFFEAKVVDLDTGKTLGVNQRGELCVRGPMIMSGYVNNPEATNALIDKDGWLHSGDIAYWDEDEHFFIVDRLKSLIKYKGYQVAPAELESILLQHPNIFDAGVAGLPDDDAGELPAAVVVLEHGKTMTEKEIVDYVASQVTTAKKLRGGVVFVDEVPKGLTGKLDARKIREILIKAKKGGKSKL
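FLuc 10nM, D-luciferin 10uM, ATP 10uM, Mg acetate 10mM, Tris acetate pH 7.5, Tween/BSA; cpd qHTS; enzyme added last; CCD luminescence.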
IP6K1 inh: Primary qHTS assay for small molecule inhibitors of Inositol hexaphosphate kinase 1 (IP6K1). activity change, % (series mostly up to about 58 µM). IP6K1 kinase, ADP-Glo luminescence, 2 h; hits give low values. Inositol hexakisphosphate kinase 1 (Homo sapiens), Q92551. 140,000 tested, 0.81% active; in the data active = activity change below about -25%
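ADP-Glo luminescence measures ADP made by human IP6K1 during a 2 h RT reaction with ATP/IP6 (mix at 1.3 mM/130 uM); top library doses 57.5 and 19.1 uM final.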
GPT2 inhibitor: Primary qHTS assay for inhibitors of Glutamate pyruvate transaminase 2 (GPT2); Alanine aminotransferase 2 (Homo sapiens), Q8TD30; Potency, µM (titrated, usually from 57.7 µM), inactives show at the highest dose activity change, negative = inhibition, usual class: inhibitors; 100,000 tested, 0.25% active; AID 1671188, 2021; Recombinant GPT2, coupled pyruvate oxidase/HRP Amplex Red fluorescence; also: potency is read from the fitted curve at half-maximal effect; nearly all actives have a fitted effect of over 60% in size; many of its hits are not listed in these tables
Target sequence (Q8TD30 whole entry, looked up): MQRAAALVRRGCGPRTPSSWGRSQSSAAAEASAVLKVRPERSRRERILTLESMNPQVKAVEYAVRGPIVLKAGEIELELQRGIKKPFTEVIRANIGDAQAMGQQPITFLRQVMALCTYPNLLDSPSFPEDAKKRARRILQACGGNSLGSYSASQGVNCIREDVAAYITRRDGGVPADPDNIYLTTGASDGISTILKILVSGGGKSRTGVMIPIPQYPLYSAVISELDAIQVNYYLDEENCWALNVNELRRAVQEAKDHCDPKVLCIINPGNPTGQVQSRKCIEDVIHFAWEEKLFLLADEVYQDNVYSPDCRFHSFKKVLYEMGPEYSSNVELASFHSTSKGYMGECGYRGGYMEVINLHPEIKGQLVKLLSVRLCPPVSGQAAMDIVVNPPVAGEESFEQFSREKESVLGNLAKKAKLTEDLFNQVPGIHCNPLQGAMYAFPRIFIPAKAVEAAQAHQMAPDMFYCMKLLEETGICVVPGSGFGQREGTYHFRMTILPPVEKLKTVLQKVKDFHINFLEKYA
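GPT2 10ng/uL, a-KG 250uM, L-Ala 2mM, HEPES pH7.5 + 0.0001% Tween; 30 min RT. Then Amplex mix (PO/HRP/ThPP), 30 min RT dark, fluorescence. AOA 50uM used as positive control.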
SNCA viab count: GF-AFC viability counterscreen for inhibitors of alpha-synuclein gene (SNCA) expression. HEK-293-SNCA-luc viability, GF-AFC fluorescence, 24 h. Potency, µM (top dose mostly 57.1 µM), for inactives: top-dose activity change, negative = cytotoxicity, hits mostly cytotoxic. 150,000 tested, 0.12% active;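 also: potency is read from the fitted curve at half-maximal effect; 0% = DMSO-treated cells and -100% = medium-only wells without cells; nearly all actives have a fitted effect of over 30% in size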
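HEK-293-SNCA-luc cells (1500/well) plated 24 h, then exposed 24 h to a dilution series; GF-AFC added 30 min at 37C, fluorescence 405/540 nm; normalised to medium-only and DMSO wells, Hill fit.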
SNCA expr inhib: Primary qHTS assay for inhibitors of alpha-synuclein gene (SNCA) expression; AID 1671194, 2021; Potency, µM (top dose mostly 57.2 µM), for inactives: at the highest dose activity change, negative = inhibition, usual class: inhibitors; HEK-293 SNCA-luciferase knock-in, luminescence, 24 h; 140,000 tested, 0.17% active;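 also: potency is read from the fitted curve at half-maximal effect; plate controls were DMSO cells for no effect and cell-free wells for full effect; nearly all actives have a fitted effect of over 45% in size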
3T3 cytotox: Cytotoxic Profiling in NIH 3T3 Cell Line of Diverse Libraries Using Quantitative High-Throughput Screening; NIH 3T3 viability, CellTiter-Glo ATP luminescence, 48-72 h; Potency, µM (doses to about 96.7 µM), for inactives: top-dose activity change, negative = cytotoxicity, usual class: inhibitors; 94,000 tested, 4.3% active; also: potency is read from the fitted curve at half-maximal effect; nearly all actives have a fitted effect of over 55% in size
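First NIH 3T3 cells are plated at 400 cells/well; next compound is pinned in; then plates incubate 48 or 72 hr at 37 °C; finally CellTiter-Glo is added and luminescence read after 10 min.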
* = called active by the depositor; i = inactive; ? = inconclusive; . = not tested or not shown; [ ] = another dose, or the depositor's remark. Unless noted, calls follow the shape of the dose curve; as a rule, active = well fitted curve in the direction sought with a large enough effect; inconclusive = small, poorly fitted or top-dose-only effect, or another doubt; inactive = no such curve, though single readings can be large; an effect the other way counts as inactive or inconclusive. Unless noted, % is scaled to controls: 0 for no effect and ±100 for the full control effect.

Screens in order: GPT2 inhibitor	IP6K1 inh	SNCA expr inhib	SNCA viab count	3T3 cytotox	Luciferase inh	HEK293 tox
> COc1ccc(N2CC(NC(=O)Cc3cccs3)CC2=O)cc1 (configuration not stated)
 : .	36	16%	9%	.	.	.
> CC(=O)N1CCCC(COc2ccccc2C(=O)N2CCC(C)CC2)C1 (configuration not stated)
 : -7%	11	28%	-12%	-24%	.	-15%
> COCc1cc(=O)n(CC(=O)Nc2cc(Cl)ccc2OC)c(N2CCOCC2)n1
 : -23%	12	30%[activator]	0%	?	0%	?
> Clc1ccccc1C1(c2ccnc(NCc3ccncc3)n2)CCNCC1
 : -10%	12	-15%	-9%	-12%	14%	-25%
> CN(C)c1ccc(CN2CCC3(COc4ccccc4C(=O)N3)C2)cc1 (configuration not stated)
 : i	14	22%	12%	?	-1%	?
> COc1ccc(CNc2oc(/C=C/c3cc(OC)c(OC)c(OC)c3)nc2C#N)cc1
 : .	-7	19%	10%	.	.	.
> COCCN1CCC2(CCC1=O)CN(C(=O)NC(C)C)CCN2C (configuration not stated)
 : -13%	18	3%	1%	-11%	1%	3%
> COc1cccc(C(=O)N(Cc2cccc(Cl)c2)Cc2ccco2)c1
 : .	6	?	-2%	.	.	.
> COc1ccccc1OCCNC(=O)c1ccc2c(c1)N(C)C1CCCCN1C2=O (configuration not stated)
 : 5%	-14	-23%	?	-22%	-15%	-28%
> Cc1c(C)n(C)c2ccc(C(=O)NCCCN3CCCCC3C)cc12 (configuration not stated)
 : .	-8	10%	-1%	.	.	.
> C[C@H]1CN(C(=O)C2CCCC2)C[C@@H]1c1nc(-c2ccccc2)no1
 : -11%	0	0%	-6%	32µM*	?	?
> Cc1ccccc1OC(=O)CSc1nnc(-c2ccc3c(c2)OCO3)o1
 : .	20	?	6%	.	.	.
> COc1cccc(N2CC(C(=O)N3CCC(C(=O)NCc4cccc(Cl)c4)C3)NC2=O)c1 (configuration not stated)
 : i	5	12%	15%	-15%	-9%	-9%
> COc1ccccc1NC(=O)c1sc2nc(C)c(C(=O)Nc3ccc(C)cc3C)c(-c3cccs3)c2c1N
 : .	-10	-26%	?	.	.	.
> O=C1NCCCN1C1CCN(Cc2cccnc2)CC1
 : ?	19	10%[87.6 µM]	-2%[87.6 µM]	-24%[138 µM]	-10%[172 µM]	-10%[172 µM]
> COC(=O)N[C@@H](C)CNc1nccc(-c2cn(C(C)C)nc2-c2cc(Cl)cc(NS(C)(=O)=O)c2F)n1
 : 4%	-5	.	29%	.	.	.
> O=C(Cn1nc2c(cc1=O)CCCC2)NCC1CCC(C(=O)O)CC1 (configuration not stated)
 : 2%	4	-10%	2%	i	-1%	0%
> C[C@@H]1CN(C[C@@H]2CN(C(=O)c3ccsc3)C[C@@H]2CO)C[C@H](C)O1
 : 0%	-4	32%[activator]	-12%	4%	3%	3%
> CCS(=O)(=O)N1CCC(Cc2nc(-c3cccnc3)n[nH]2)C1 (configuration not stated)
 : -14%	3	17%	0%	i	-1%	4%
> COc1cc2c(cc1OC)C(C[C@H]1CN(C(=O)Nc3cccc(C(C)=O)c3)CC[C@H]1CC(=O)O)=NCC2
 : -4%	5	-18%	3%	-7%	0%	-8%
> Cc1ccc(CC(=O)NCc2nc(-c3ccccc3)no2)cc1
 : .	-27*	14%	10%	.	.	.
> Cn1c(N2CCN(C(=O)C[C@H]3NC(=O)c4ccccc4NC3=O)CC2)nc2ccccc21
 : i	1	-11%	6%	i	4%	33%[activator]
> O=C(NCC1CN(Cc2ccncc2Cl)CC12CN(c1ccccc1)C2)c1ccccc1 (configuration not stated)
 : i	4	-13%	-12%	?	-1%	?
> COc1ccc(-c2noc([C@@H]3CCCN3C(=O)c3ccco3)n2)cc1OC
 : i	5	-17%	-27%	-4%	2%	8%
> Cc1ccc(C2Cn3nnc(-c4noc(-c5ccc(F)cc5)n4)c3CO2)cc1 (configuration not stated)
 : i	-8	3%	9%	-6%	-10%	-2%
> COc1ccccc1-c1cccc(CN2CCCC(C(=O)NC3CC3)C2)c1 (configuration not stated)
 : i	3	-16%	9%	?	.	?
> COc1ccc(NC(=O)c2cc3c(s2)-c2c(C)cccc2OC3)cc1Cl
 : .	-22	48%[activator]	8%	.	.	.
> Cn1cc(C(=O)N2CCC3(CC2)NCCc2c3[nH]c3ccccc23)cn1
 : -9%	-4	?	0%[12.5 µM]	0%	3%	-4%
> N#Cc1cccc(S(=O)(=O)N2CC(C(=O)NC3CCCCC3)C3(CCOCC3)C2)c1 (configuration not stated)
 : -21%	11	-15%	?	-13%	-8%	1%
> Cn1cc(CCCC(=O)NCc2cccc(Br)c2)c2ccccc21
 : .	-10	-14%	-1%	.	.	.

The final two compounds of the part above open the next one.
Screens in order: GPT2 inhibitor	IP6K1 inh	SNCA expr inhib	SNCA viab count	3T3 cytotox	Luciferase inh	HEK293 tox
> N#Cc1cccc(S(=O)(=O)N2CC(C(=O)NC3CCCCC3)C3(CCOCC3)C2)c1 (configuration not stated)
 : -21%	11	-15%	?	-13%	-8%	1%
> Cn1cc(CCCC(=O)NCc2cccc(Br)c2)c2ccccc21
 : .	-10	-14%	-1%	.	.	.
> CN1CC2(CCN(C(=O)c3ccccc3F)CC2)CC(c2ccccc2)C1=O (configuration not stated)
 : -9%	-4	-16%	5%	-21%	-8%	-17%
> Cc1cccc(NC(=O)CSc2nc3ccccc3c3nc(CCc4c(C)n[nH]c4C)nn23)c1
 : .	3	-22%	?	.	.	.
> O=C(CCCCCn1c(=O)[nH]c2ccccc2c1=O)NCc1ccc(Cl)cc1
 : .	-10	15%	-10%	.	.	.
> Cc1ccc(Cl)cc1NC(=O)Cn1cccc1-c1nc(-c2ccc(F)cc2)no1
 : 0%	10	6%	2%	i	8%	-17%
> CCC(C(=O)N1CCN(c2ccccc2)CC1)n1nc(C)c2sc3ccccc3c2c1=O (configuration not stated)
 : .	2	19%	3%	.	.	.
> CCOCCOc1cccc(C(=O)N2C[C@H](C3CC3)[C@@H](N)C2)c1
 : 4%	6	-6%	-8%	0%	4%	3%
> CNCc1ccc(N2CCCC2)cc1
 : 3%[88.5 µM]	-17	25%[87.6 µM]	-10%[87.6 µM]	?	.	?
> O=C(NC1CCN(c2ccnc3ccnn23)C1)c1ccc(F)cc1 (configuration not stated)
 : i	14	-13%[87.6 µM]	-17%[87.6 µM]	-38%[138 µM]	.	?
> CCCCn1cc2c(c1-c1ccccc1Br)c(=O)n(C)c(=O)n2C
 : .	3	-10%	-1%	.	.	.
> O=C(Nc1ccc(F)cc1)c1ccc2oc(-c3cccnc3)nc2c1
 : 1%	17	-6%	0%	-16%	.	-20%
> Cn1c(CO[C@H]2CN(C(=O)c3cncnc3)C[C@H]2F)nc2ccccc21
 : -2%[88.5 µM]	-3	-14%[87.6 µM]	2%[87.6 µM]	i	2%[172 µM]	3%[172 µM]
> Cc1ccc(-c2nnc(C3CN(C(=O)c4ccoc4)CC34CCOCC4)o2)cc1 (configuration not stated)
 : i	12	-15%	-9%	-11%	-7%	-18%
> O=C(N[C@@H]1CN(Cc2ccc(F)cc2F)C[C@H]1CO)c1ccccc1
 : 5%	-10	-3%	-2%	-1%	5%	-1%
> O=C(NC[C@H]1COCc2nc3ccccc3n21)c1cccnc1
 : ?	-8	-8%[87.6 µM]	-3%[87.6 µM]	-11%[138 µM]	-2%[172 µM]	-1%[172 µM]
> Cn1cc(C(=O)NCC2CN([S+](=O)([O-])c3ccccc3Cl)CC23CN(c2ccccc2)C3)cn1 (configuration not stated)
 : ?	16	-19%	-10%	-23%	12%	?
> Cc1nc(-c2c3n(c(=O)n(CC(=O)NCc4ccc(Cl)cc4)c2=O)CCCCC3)no1
 : -7%	5	17%	8%	-7%	-4%	-1%
> Cc1c(CN(C)C(=O)c2cc(-c3ccccc3)nc3ccc(Br)cc23)cnn1C
 : .	-5	?	-22%	.	.	.
> O=S(=O)(NCc1ccc(F)cc1)c1ccc2[nH]c3c(c2c1)CCCCC3
 : .	15	-19%	-2%	.	.	.
> O=C(CC[C@H]1NC(=O)c2ccccc2NC1=O)Nc1n[nH]c(CCC2CCCC2)n1
 : i	19	7%	2%	i	1%	21%
> Cc1cc(=O)n(CC(=O)Nc2ccc(C(C)C)cc2)c(N2CCOCC2)n1
 : i	7	-2%	8%	?	4%	?
> CCc1ccc(NC(=O)Cn2c(=O)n(-c3ccc(Cl)c(Cl)c3)c(=O)c3c(C)c(C)sc32)cc1
 : .	11	-2%	-6%	.	.	.
> Cc1ccc2nccc(C(=O)N3CCn4nc(C(=O)N5CCCC5)cc4C3)c2c1
 : 0%[11.5 µM]	21	?	-19%	?	-2%	?
> Cc1ccc(N2CCN(c3nc(C(=O)O)cs3)CC2)cc1
 : -1%	-6	77%[activator]	5%	-6%	1.4µM*	-2%
> CC1CCN([C@@H]2[C@H](O)[C@H](CO)O[C@@H]2CNC(=O)c2cccc(F)c2)CC1
 : i	10	4%[87.6 µM]	-2%[87.6 µM]	-16%[174 µM]	-27%[172 µM]	-28%[172 µM]
> COc1ccc(-c2nc3ccccc3n2Cc2ccc(C(C)C)cc2)cc1
 : .	-2	?	-3%	.	.	.
> Cc1ccc(C(=O)NCC(=O)OCc2cc(=O)n3nc(C4CC4)sc3n2)cc1
 : .	-17	-4%	1%	.	.	.
> COc1ccc(OC)c(NC(=O)Cn2c(-c3ccc(Cl)cc3)nc(C)cc2=O)c1
 : 2%	8	8%	1%	-26%	-7%	-33%

Molecules shown so far that contain an aryl thioether with sulfur outside any ring:
Screens in order: GPT2 inhibitor	IP6K1 inh	SNCA expr inhib	SNCA viab count	3T3 cytotox	Luciferase inh	HEK293 tox
> Cc1ccccc1OC(=O)CSc1nnc(-c2ccc3c(c2)OCO3)o1
 : .	20	?	6%	.	.	.
> Cc1cccc(NC(=O)CSc2nc3ccccc3c3nc(CCc4c(C)n[nH]c4C)nn23)c1
 : .	3	-22%	?	.	.	.

Screening results deposited in PubChem BioAssay by National Center for Advancing Translational Sciences (NCATS).
